PTHR1 agonist: activates the human parathyroid hormone receptor PTHR1 | hit rate 0.075% among 410,000 | Potency, µM (top dose mostly 115 µM), for the others: at the top dose activation, usual class: activators | HEK293 GP2 PTHR1 cells, GloSensor cAMP luminescence, 1 h; note: potency is the fitted concentration of half-maximal effect; nearly all actives have a fitted effect of over 55% in size; some results filed as inactive show a strong effect at the top dose; inactives centre near -15; many of its hits are not listed in these tables
Target sequence (Q03431 whole entry, looked up): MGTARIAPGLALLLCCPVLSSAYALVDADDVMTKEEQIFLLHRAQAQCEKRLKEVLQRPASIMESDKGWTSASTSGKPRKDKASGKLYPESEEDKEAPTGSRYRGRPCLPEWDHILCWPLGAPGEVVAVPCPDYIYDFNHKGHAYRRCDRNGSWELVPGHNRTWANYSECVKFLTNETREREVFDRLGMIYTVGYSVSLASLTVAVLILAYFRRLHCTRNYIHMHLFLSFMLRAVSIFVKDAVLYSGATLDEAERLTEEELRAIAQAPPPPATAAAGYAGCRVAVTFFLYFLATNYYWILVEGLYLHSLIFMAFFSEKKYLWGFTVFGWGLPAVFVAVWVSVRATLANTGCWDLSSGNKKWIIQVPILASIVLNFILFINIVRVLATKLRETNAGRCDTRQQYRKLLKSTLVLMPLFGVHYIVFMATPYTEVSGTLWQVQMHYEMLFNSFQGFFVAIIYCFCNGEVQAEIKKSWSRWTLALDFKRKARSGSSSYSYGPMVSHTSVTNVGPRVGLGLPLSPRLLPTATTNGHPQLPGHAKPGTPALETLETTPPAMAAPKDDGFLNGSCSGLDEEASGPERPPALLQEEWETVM
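HEK-293-derived GP2 cells expressing PTHR1 and a GloSensor cAMP reporter, 3,000/well, plated overnight, given luciferin plus IBMX (each 0.5 mM as added) for 1 h at 37 °C, then compound for 1 h at 37 °C. Luminescence was read after 15 min at room temperature.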
aSyn rescue: alpha-synuclein toxicity inhibition in yeast | Potency, µM (top dose mostly 46.1 µM), for the others: at the highest dose growth rescue (activation), actives largely listed as activators | hit rate 0.14% among 370,000 | Yeast expressing alpha-synuclein, growth rescue, BacTiter-Glo, 24 h; note: potency is the fitted concentration of half-maximal effect; % of control where 0% means no effect; nearly all actives have a fitted effect of over 65% in size
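Galactose-induced alpha-syn yeast (OD600=0.02, raffinose-pregrown) + pinned cpd, 24 hr, 30 deg C; growth by BacTiter-Glo luminescence. Growth restoration scores as activation.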
DRD3 antagonist: blocks the human D3 dopamine receptor; hit rate 2.5% among 360,000; D3R cells, DiscoveRx beta-arrestin luminescence, antagonist mode; hits give low values; max response, negative = inhibition, %; in the data active = max response below about -50%; inconclusive = no clear call, values can overlap the other calls; note: % is set by controls: 0 for no effect and ±100 for the full control effect; mostly tested at two doses, the higher about 12 µM
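Cells plated overnight at 1500 cells/well, then exposed to library compounds with dopamine controls for 90 minutes at 37 degrees C. DiscoveRx reagent added for 30–60 minutes at room temperature; luminescence read, quantitative HTS format.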
TDP43 rescue: rescues yeast growth from TDP-43 toxicity. hit rate 1.8% among 410,000. Potency, µM (series often up to 46.1 µM), for inactives: top-dose growth rescue (activation), actives largely listed as activators. TDP-43 expressing yeast growth rescue, BacTiter-Glo, 24 h; note: potency is the fitted concentration of half-maximal effect; % of control where 0% means no effect; nearly all actives have a fitted effect of over 50% in size
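In this qHTS, compounds that restore growth of yeast expressing TDP-43 appear as activators. Cells (OD600=0.02, galactose medium, raffinose-pregrown) are incubated with compound 24 hr at 30 deg C and growth is quantified by BacTiter-Glo.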
GLP1R inv ag: inverse agonists of human GLP-1 receptor; Potency, µM (highest dose often 38.3 µM), for the others: top-dose activity change, negative = inhibition, hits mostly inhibitors; HEK293 GLP-1R CRE-luciferase, luminescence, 24 h; GLP-1R form is constitutively active; hit rate 1.6% among 410,000; note: potency is the fitted concentration of half-maximal effect; % is set by controls: 0 for no effect and ±100 for the full control effect; nearly all actives have a fitted effect of over 55% in size
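Cells are plated, allowed 12 hours at 37 deg C, then treated with compounds for 24 hr before luciferase detection reagent is added and luminescence is read after 12 min at room temperature. The HEK293 line carries constitutively active GLP-1R with a cAMP-responsive reporter.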
DRD3 agonist: agonists of human D3 dopamine receptor. D3R DiscoveRx beta-arrestin cells, luminescence, 90 min. hit rate 0.58% among 410,000. max activation, %; in the data active = max activation above about 30%; note: 0% is about no effect; mostly tested at two doses, the higher about 12 µM
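Agonist-mode cell screen: cells plated at 1500/well and incubated overnight at 37 °C, then exposed to library compounds for 90 min at 37 °C. Detection reagent was added for 30–60 min at room temperature, and luminescence was read.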
GLP1R cytotox: cytotoxicity in counter-screen for GLP-1R inverse agonists; HEK293 cAMP-luciferase reporter cells, luminescence, 24 h; Potency, µM (doses to about 38.3 µM), for inactives: top-dose activity change, negative = inhibition, usual class: inhibitors; hit rate 0.13% among 410,000; AID 624418;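 note: loss of luciferase light is scored as toxicity; potency is the fitted concentration of half-maximal effect; % is set by controls: 0 for no effect and ±100 for the full control effect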
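Cells in DMEM/10% Nu serum/1% pen-strep, 1536-well format. Pre-incubated 12 h, dosed with 23 nL compound, incubated a further 24 h. Luciferase detection, 12 min at room temp, luminescence.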
GLP1R ag: GLP-1 receptor (human) agonism. Potency, µM (series often up to 45.6 µM), for the others: at the highest dose activation, usual class: activators. P43220. hit rate 0.007% among 380,000. HEK293 GLP-1R CRE-luciferase, luminescence, 4-6 h; cells express a hypersensitive GLP-1R form; note: potency is the fitted concentration of half-maximal effect; % of control where 0% means no effect
KB-V1 cytotox: KB-V1 MDR subline cytotoxicity; KB-V1 MDR cells viability, CellTiter-Glo, 72 h; Potency, µM (doses to about 46.1 µM), for inactives: top-dose activity change, negative = cytotoxicity, usual class: cytotoxic; hit rate 3.4% among 400,000; note: potency is the fitted concentration of half-maximal effect; % is set by controls: 0 for no effect and ±100 for the full control effect; nearly all actives have a fitted effect of over 60% in size
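In this primary screen, KB-V1 cells overexpressing P-gp are incubated with library compounds (lowest to highest concentration) for 72 h at 37 degrees C before a luminescent ATP viability read.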
Starred values were filed as active, the others as inactive; i = inactive; ? = inconclusive; / = no result given; [ ] = remark or other dose. Unless noted, calls come from the whole dose curve; as a rule, active = well fitted curve in the direction sought with a large enough effect; inconclusive = small, poorly fitted or top-dose-only effect, or another doubt; inactive = no such curve, though single readings can be large; an effect the other way counts as inactive or inconclusive. These rows are one share of the data. The share of hits here may be higher or lower than overall.

SMILES	PTHR1 agonist	aSyn rescue	DRD3 antagonist	TDP43 rescue	GLP1R inv ag	DRD3 agonist	GLP1R cytotox	GLP1R ag	KB-V1 cytotox
Cc1nnc2c3ccccc3c(-c3ccc(O)cc3)nn12	i	-3%	16	6%	35%[activator]	-2	50%[activator]	10%	?
COc1ccc(Nc2nc(N)nc(CSc3nccn3C)n2)cc1	-22%	5%	5	-1%	-14%	2	6%	5%	9%
O=C(Nc1nnc(CCc2ccccc2)s1)c1ccc(F)cc1	28%	-8%	0	2%	6%	-2	9%	-3%	-5%
CC(=O)c1cn(CCOc2cc(C)ccc2C)c2ccccc12	-40%[inhibitor]	12%	49	10%	1%	4	-6%	-8%	2.1µM*
CC(=O)Nc1nc(-c2ccccc2)nc(-c2ccccc2OC(C)=O)n1	-20%[57.5 µM]	-16%	3	27%	?	3	3%	5%	-2%
CC(=O)NNC(=O)c1ccncc1	-12%[57.5 µM]	-6%	20	-28%	-6%	19	0%	2%	0%
COc1ccc2nc(N3C(=O)CC(Cc4ccc(C)cc4)C3=O)sc2c1 (stereo not given)	i	1%	-7	7%	-32%	16	6%	4%	?
O=C(CCCn1c2ccccc2c(=O)c2ccccc21)Nc1ccc(F)cc1Cl	-31%[inhibitor]	/	/	?	-7%	29	70%[activator]	/	-17%
CCc1nc2c(OCc3ccccc3C)cccn2c1N(C)C(=O)CC(C)C	-31%[inhibitor]	3%	0	2%	?	-7	-3%	-1%	-22%
Cc1ccc(C(C)C)cc1-n1nnc(-c2cccc(Cc3ccc4ccccc4c3)c2)c1C(C)O (stereo not given)	i	-2%	21	9%	3.5µM*	3	0%	-1%	-10%
Cn1c(=O)c(=O)n(C)c2cc(S(=O)(=O)N3CCCCCC3)ccc21	-33%[57.5 µM]	0%	12	11%	-2%	11	1%	-15%	?
CCOC(=O)CSCC(=O)Nc1ccc(S(=O)(=O)N2CCCCC2)cc1	i	1%	-6	-16%	-23%	0	-17%	-1%	0%
CCOc1ccccc1N(CC(=O)Nc1ccc(OC)cc1OC)S(=O)(=O)c1ccccc1	17%	12%	8	3%	2%	-6	-1%	-3%	2%
C=CCn1c(SCC(=O)N(C)C)nc2cc(C(=O)O)ccc2c1=O	-24%	-3%	4	4%	2%	-2	7%	0%	-1%
CN(C)C(=O)CCCCCCCCC(=O)N(C)C	i	3%	4	-4%	14%	-2	-12%	0%	6%
O=C(NS(=O)(=O)NC1CCCCC1)C1=C(N2CCCC2)COC1=O	i	-3%	-5	7%	-10%	0	0%	-3%	6%
Cc1occc1C(=O)NNC(=O)Nc1ccc(Cl)c(Cl)c1	i	0%	-3	18%	?	5	9%	1%	?
COc1ccc([C@H]2CC(=O)C=C(c3ccccc3C(F)(F)F)C2)cc1	-19%	1%	-12	0%	?	-4	-1%	16%	6%
CC(C)NC(=S)Nc1ccc2[nH]c(=O)[nH]c2c1	i	0%	-5	-1%	11%	4	5%	-4%	-4%
COc1ccc(C(CC(=O)NCc2ccccc2)Sc2n[nH]c(-c3ccc(Cl)cc3)n2)cc1 (stereo not given)	-29%	-9%	6	6%	3%	-2	4%	-2%	-10%
O=C(CSc1nc2ccccc2nc1Cc1ccccc1)NCc1ccccc1Cl	-30%	/	/	-5%	12%	-14	15%	/	2%
CC(C)C(=O)NC(NC1CCS(=O)(=O)C1)C(Cl)(Cl)Cl (stereo not given)	i	3%	7	5%	3%[0.307 µM]	6	9%[0.307 µM]	-10%	-2%
CCOC(=O)N1CCC(NC(=O)c2cnn(-c3ccc(C)cc3C)c2C2CCN(C(=O)OC(C)(C)C)CC2)CC1	-10%	/	/	-11%	2%	2	2%	/	0%

Profiles, looked up by structure:
Profile of O=C(CCCn1c2ccccc2c(=O)c2ccccc21)Nc1ccc(F)cc1Cl → PTHR1 agonist = -31%[inhibitor]; aSyn rescue = /; DRD3 antagonist = /; TDP43 rescue = ?; GLP1R inv ag = -7%; DRD3 agonist = 29; GLP1R cytotox = 70%[activator]; GLP1R ag = /; KB-V1 cytotox = -17%
Profile of COc1ccc(Nc2nc(N)nc(CSc3nccn3C)n2)cc1 → PTHR1 agonist = -22%; aSyn rescue = 5%; DRD3 antagonist = 5; TDP43 rescue = -1%; GLP1R inv ag = -14%; DRD3 agonist = 2; GLP1R cytotox = 6%; GLP1R ag = 5%; KB-V1 cytotox = 9%

Arranged by count of non-hydrogen atoms (rising): part of the list above
SMILES	PTHR1 agonist	aSyn rescue	DRD3 antagonist	TDP43 rescue	GLP1R inv ag	DRD3 agonist	GLP1R cytotox	GLP1R ag	KB-V1 cytotox
CC(C)NC(=S)Nc1ccc2[nH]c(=O)[nH]c2c1	i	0%	-5	-1%	11%	4	5%	-4%	-4%
CN(C)C(=O)CCCCCCCCC(=O)N(C)C	i	3%	4	-4%	14%	-2	-12%	0%	6%
CC(C)C(=O)NC(NC1CCS(=O)(=O)C1)C(Cl)(Cl)Cl (stereo not given)	i	3%	7	5%	3%[0.307 µM]	6	9%[0.307 µM]	-10%	-2%
CC(=O)c1cn(CCOc2cc(C)ccc2C)c2ccccc12	-40%[inhibitor]	12%	49	10%	1%	4	-6%	-8%	2.1µM*
C=CCn1c(SCC(=O)N(C)C)nc2cc(C(=O)O)ccc2c1=O	-24%	-3%	4	4%	2%	-2	7%	0%	-1%
COc1ccc([C@H]2CC(=O)C=C(c3ccccc3C(F)(F)F)C2)cc1	-19%	1%	-12	0%	?	-4	-1%	16%	6%
COc1ccc2nc(N3C(=O)CC(Cc4ccc(C)cc4)C3=O)sc2c1 (stereo not given)	i	1%	-7	7%	-32%	16	6%	4%	?
CCc1nc2c(OCc3ccccc3C)cccn2c1N(C)C(=O)CC(C)C	-31%[inhibitor]	3%	0	2%	?	-7	-3%	-1%	-22%
O=C(CSc1nc2ccccc2nc1Cc1ccccc1)NCc1ccccc1Cl	-30%	/	/	-5%	12%	-14	15%	/	2%
CCOc1ccccc1N(CC(=O)Nc1ccc(OC)cc1OC)S(=O)(=O)c1ccccc1	17%	12%	8	3%	2%	-6	-1%	-3%	2%
CCOC(=O)N1CCC(NC(=O)c2cnn(-c3ccc(C)cc3C)c2C2CCN(C(=O)OC(C)(C)C)CC2)CC1	-10%	/	/	-11%	2%	2	2%	/	0%
